# From PubChem BioAssay
# eLon inh – inhibitors of E. coli Lon protease, primary screen, biochemical, fluorescence polarization | P0A9M0 | purified E. coli Lon protease | inhibition, % at 7.94 µM | 360,000 compounds, 0.42% hits; in the data active = inhibition above about 13%, passing the limit was not always enough;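 note: 0% = enzyme with probe and DMSO and 100% = no enzyme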
# FAS-TE inh – FAS thioesterase domain inhibitors, primary screen, biochemical, fluorescence intensity, uHTS | Fatty acid synthase (Homo sapiens), P49327 | recombinant FAS-TE, OMFH fluorogenic substrate, fluorescence endpoint | inhibition, % at 15 µM | 360,000 compounds, 0.67% hits;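 active = compounds whose normalised, plate-corrected inhibition of enzyme fluorescence in the single-dose primary screen is 50% or more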;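 note: 0% = DMSO with enzyme and 100% = substrate without enzyme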
# MsrA inhibitor – bovine MsrA enzyme inhibitors, primary screen, biochemical, absorbance, HTS; purified bovine MsrA, absorbance read-out; AID 651718, 2012; inhibition, % at 15.5 µM; 360,000 compounds, 0.75% hits; Methionine sulfoxide reductase A (Bos taurus); in the data active = inhibition above about 4.5%;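 note: 0% = vehicle wells with enzyme and 100% = reference inhibitor wells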
# SKN-1 block – suppressors of acrylamide-induced Pgst-4::GFP reporter in worms, primary screen, SKN-1 inhibitor project, whole organism, uHTS, GFP/RFP fluorescence ratio, strain VP596 | C. elegans VP596 Pgst-4::GFP/RFP ratio, 24 h | inhibition, % at 21.8 µM | 360,000 compounds, 0.49% hits | AID 624304, 2012;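 active = interference check ratio from 0.5 to 1.5 plus GFP to RFP signal ratio inhibition reaching or exceeding a fixed threshold, cut at about 30% in these data, passing the limit was not always enough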; note: some compounds called inactive have numbers as strong as hits
# Neddyl block – inhibitors of cullin neddylation, primary screen, biochemical, TR-FRET, uHTS, NAE and Ubc12. calls only at 25 µM. 360,000 compounds, 0.58% hits. AID 651699, 2012; in the data active = inhibition above about 36%
# MsrA act – bovine MsrA enzyme activators, primary screen, biochemical, absorbance, HTS | Methionine sulfoxide reductase A (Bos taurus) | purified bovine MsrA, absorbance read-out | activation, % at 10.6 µM | 360,000 compounds, 0.3% hits; in the data active = activation above about 7.5%;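 note: 0% = vehicle and 100% = reference activator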
# Rin1-Abl PPI inh – inhibitors of Rin1-Abl protein binding, primary screen, biochemical, TR-FRET; Tyrosine-protein kinase ABL1 (Homo sapiens) + Ras and Rab interactor 1 (Homo sapiens), …; inhibition, % at 7.35 µM; 360,000 compounds, 0.4% hits; AID 588664, 2011; in the data active = inhibition above about 5%, passing the limit was not always enough
# MT1-MMP act inh – blockers of MT1-MMP proenzyme processing, primary screen, HT1080 RFP-PRO-GFP cells, GFP/RFP fluorescence; AID 651647, 2012; GFP/RFP ratio fluorescence, overnight; percent of plate control window, DMSO zero; Matrix metalloproteinase-14 (Homo sapiens), P50281; GFP/RFP ratio change, % at 20 µM; 360,000 compounds, 0.061% hits;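 active = GFP/RFP ratio change of at least 30% with cell ATP level not reduced by more than half and red fluorescence within 50% of control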; note: strong numbers were not always called active
#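 Compound: 20 µM single dose, 1% DMSO / System: HT1080 RFP-PRO-GFP cells / Controls: DMSO and RFP-L50D-GFP cell wells / Read-out basis: GFP/RFP fluorescence ratio / Schedule: overnight compound exposure at 37 °C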
# CendR NRP1 mod – modulators of CendR peptide binding to NRP-1, primary screen, biochemical, fluorescence polarization, uHTS. FAM-RPARPAR peptide binding to NRP-1. inhibition, % at 25 µM. 360,000 compounds, 0.85% hits. AID 602438, 2012;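 active = inhibition or corrected inhibition above about 18%, plus a signal ratio from 0.5 to 1.5, limit read from the data, passing the limit was not always enough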; note: strong numbers were not always called active
# Target sequence (O14786 whole entry, looked up): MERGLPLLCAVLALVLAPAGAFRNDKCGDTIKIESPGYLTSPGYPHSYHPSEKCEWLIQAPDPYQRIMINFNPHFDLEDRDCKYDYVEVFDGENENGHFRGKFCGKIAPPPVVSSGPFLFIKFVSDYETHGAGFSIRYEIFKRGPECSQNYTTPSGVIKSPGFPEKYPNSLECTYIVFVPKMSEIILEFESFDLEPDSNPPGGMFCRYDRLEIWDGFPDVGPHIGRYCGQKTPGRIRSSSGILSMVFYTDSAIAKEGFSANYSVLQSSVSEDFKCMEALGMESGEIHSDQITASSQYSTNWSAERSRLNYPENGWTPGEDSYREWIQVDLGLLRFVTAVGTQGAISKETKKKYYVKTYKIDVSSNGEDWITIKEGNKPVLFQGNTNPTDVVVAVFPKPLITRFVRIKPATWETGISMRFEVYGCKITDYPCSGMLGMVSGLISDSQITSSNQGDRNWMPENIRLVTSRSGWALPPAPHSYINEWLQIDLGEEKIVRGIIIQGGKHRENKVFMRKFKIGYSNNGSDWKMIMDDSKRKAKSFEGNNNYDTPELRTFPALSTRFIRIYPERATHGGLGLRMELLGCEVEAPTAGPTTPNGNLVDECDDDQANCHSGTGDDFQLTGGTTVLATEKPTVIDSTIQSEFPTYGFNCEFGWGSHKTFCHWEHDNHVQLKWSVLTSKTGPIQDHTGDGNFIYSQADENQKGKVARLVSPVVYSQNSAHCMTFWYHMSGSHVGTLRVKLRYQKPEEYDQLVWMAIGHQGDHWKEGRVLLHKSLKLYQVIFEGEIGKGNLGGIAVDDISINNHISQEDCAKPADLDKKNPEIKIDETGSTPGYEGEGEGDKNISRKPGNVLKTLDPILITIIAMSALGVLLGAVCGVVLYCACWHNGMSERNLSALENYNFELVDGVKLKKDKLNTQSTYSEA
# Numbers without * were called inactive; i = inactive; / = not tested or not shown. Rows were taken by chance. About 4.2% of those tested had a hit in this group.
SMILES,eLon inh,FAS-TE inh,MsrA inhibitor,SKN-1 block,Neddyl block,MsrA act,Rin1-Abl PPI inh,MT1-MMP act inh,CendR NRP1 mod
CCOC(=O)C1=C(N)OC2=C(C(=O)CC(C)(C)C2)C1c1ccccc1OCC#N (centres undefined),0,-4,-0.4,-13,i,-2,-3,1,-14
COc1ccc(NS(=O)(=O)c2cccc(C(=O)NNC(=O)c3ccccc3O)c2)cc1,-4,4,0.9,-24,i,-7,2,0,-12
COc1ccc(CN2C(=S)NC(C)(C)CC2(C)O)cc1 (centres undefined),-6,-2,-0.1,10,i,4,1,-3,-5
C/C(=N/NC(=O)c1ccoc1C)c1cccc(NC(=O)C(F)(F)F)c1,/,-10,-0.2,-3,i,/,/,0,4
COc1ccc2c(c1OC)C(=O)OC2Nc1nc(-c2ccccc2)cs1 (centres undefined),3,-6,0.3,13,i,-1,2,-6,8
CN1C(=S)N(c2cccnc2)C(=O)/C1=C\c1ccc(N(C)C)cc1,-90,-31,0.9,31,i,0,-9,-58,-169
O=C1c2ccccc2C(Nc2ccc(S(=O)(=O)N3CCCCC3)cc2)N1c1ccccn1 (centres undefined),-5,12,-0.5,-5,i,-8,-2,-11,0
O=c1nc2scc(-c3ccccc3)n2c2ccccc12,-5,4,-0.4,-3,i,-11,-1,/,1
CC(NC(=O)c1ccccc1NS(C)(=O)=O)c1ccccc1 (centres undefined),-6,-7,-0.1,20,/,6,3,1,10
CC(C)n1nc(C(=O)Nc2cccc(S(=O)(=O)N3CCOCC3)c2)c2ccccc2c1=O,-3,26,-0.1,-3,i,-5,4,-3,8
Cc1c(CC(=O)NCCCCCC(=O)O)c(=O)oc2cc3c(cc12)CCC(C)(C)O3,-10,-6,4.3,-11,/,-4,-1,5,6
Cc1cc(C)c(C(=O)C2OC(=O)C(C)(C)C(=O)C2(C)C)c(C)c1 (centres undefined),7,9,0.1,-9,i,-4,-2,-2,-12
Cn1c(NNC(=O)c2c(F)cccc2F)cc(=O)n(C)c1=O,-10,-5,-0.5,10,i,-4,-3,-3,7
Cc1cc(Cl)ccc1OCC(=O)NCc1ccncc1,-9,-2,-0.5,-3,i,-2,0,5,3
O=C(NCc1cccc(C(F)(F)F)c1)c1ccc2sc([C@H]3C[C@H](O)[C@@H](CO)O3)nc2c1,-8,-9,-0.2,8,i,-2,-5,1,-4
CCOC(=O)C1CCN(S(=O)(=O)c2ccc3[nH]c4c(c3c2)CCCC4)CC1,-5,25,0.0,6,i,0,0,4,13
COc1ccc(C(=O)NCc2cc(C)nc3ccccc23)cc1OC,-10,0,1.0,1,i,-2,2,-1,-5
COc1ccc(N(C(=O)c2ccco2)S(=O)(=O)c2cccs2)cc1,4,3,-0.8,14,i,-1,-2,2,-7
COC(=O)Cc1cc(=O)n2[nH]c(C)nc2n1,6,-5,-0.4,0,i,0,1,-3,6
Cc1ccccc1CC1(CO)CCCN(Cc2c(C)nn(C)c2Cl)C1 (centres undefined),-5,-2,0.5,-6,i,-9,4,-5,-6
CCc1ccc(C(O)c2ncc(-c3ccccc3C)[nH]2)cc1 (centres undefined),12,2,0.7,0,i,-11,3,-2,-8
Cc1ccc(C(=O)C(C)OC(=O)Cn2cnc3c2c(=O)n(C)c(=O)n3C)cc1 (centres undefined),3,3,-1.2,-9,i,-2,0,0,10
CN1CCN(C(=O)c2ccc3c(c2)NC(=O)C(N2CCOCC2)S3)CC1 (centres undefined),-3,-8,-0.1,33,i,2,-1,2,11
COc1ccc(S(=O)(=O)N2CCN(C(=O)c3ccccn3)CC2)cc1,-11,-4,-0.8,-16,i,-5,4,4,-3
c1ccc(CNc2c3ccccc3nc3ccccc23)cc1,4,-6,0.9,10,i,-5,-5,1,4

# Taken from above:
# Result for COc1ccc(C(=O)NCc2cc(C)nc3ccccc23)cc1OC in FAS-TE inh: 0
# Result for CN1C(=S)N(c2cccnc2)C(=O)/C1=C\c1ccc(N(C)C)cc1 in MT1-MMP act inh: -58

# Continued:
SMILES,eLon inh,FAS-TE inh,MsrA inhibitor,SKN-1 block,Neddyl block,MsrA act,Rin1-Abl PPI inh,MT1-MMP act inh,CendR NRP1 mod
O=C(COc1ccc2c3c(c(=O)oc2c1)CCCC3)NCc1cccnc1,2,-1,0.0,-4,/,0,4,2,-2
COC(=O)c1ccc(CN2CCCC(CCC(=O)NCc3ccc(C)o3)C2)cc1 (centres undefined),3,-6,2.1,11,i,-3,3,6,-4
C=CCNc1ccc(C(=O)O)cc1,9,-6,0.2,-5,i,-4,1,-1,14
CC(=O)c1ccc(OC(=O)CCNC(=O)c2ccccc2)cc1,2,4,0.8,-14,i,-4,2,1,-5
O=C(Nc1ccccc1N1CCOCC1)c1csc2c1CCCC2,3,18,-0.6,-7,i,0,-3,-2,3
O=C(Nc1ccccc1F)C1(c2ccccc2)CC1(Cl)Cl (centres undefined),3,3,0.1,8,i,-3,-2,-6,2
CCOC(=O)C1(C)CCN1C(=O)c1ccc(OC)c(OC)c1 (centres undefined),2,-5,2.0,-3,i,0,-3,0,-1
CCOc1ccc(C(=O)COC(C)=O)cc1,-5,-6,-0.5,7,i,-6,1,-1,-4
C=CCNC(=O)c1onc(CSc2nc3ccccc3[nH]2)c1C(=O)NCC=C,-1,-3,0.0,8,i,-3,1,8,11
COc1cccc(C(=O)COc2cccc(NC(=O)c3ccco3)c2)c1,-3,13,1.4,13,i,-12,-5,-3,0
Cc1ccc(S(=O)(=O)n2nc(C)cc2N)cc1,-9,-4,-0.1,0,i,-4,1,-1,-2
Cc1sc(NC(=O)CCC(=O)O)c(C(N)=O)c1-c1ccccc1,4,-9,0.7,-2,i,-1,0,2,-4
COc1ccccc1NS(=O)(=O)c1ccc(C(=O)NCCCN2CCCC2=O)cc1,2,-4,-1.0,-19,i,-3,1,-4,-4
COC(=O)c1ccc(CSc2nc(C)nc3c2c(=O)n(C)c(=O)n3C)o1,1,12,0.1,1,i,-1,-1,5,-5
Cc1cc(C)nc(Nc2ccc(Cl)cc2C)n1,-5,-2,0.2,-3,i,-3,5,1,2
CC(=O)Nc1c(-c2ccc(Cl)cc2)c(=O)c2ccccc2n1C,2,-4,2.4,1,i,-4,-2,-3,5
CN(C)c1ccc(/C=N\NC(=O)CC#N)cc1,-8,-5,3.5,12,/,-6,-2,-5,-9
CCOC(=O)C1(Cc2cccc(Cl)c2)CCCN(C(=O)c2ccoc2C)C1 (centres undefined),6,4,1.3,22,i,-2,-4,-1,-4
COC(=O)C1CCN(c2c([N+](=O)[O-])cc(C(F)(F)F)cc2[N+](=O)[O-])CC1,-3,4,0.4,3,i,-1,0,3,7
Cc1cc(N)ccc1NC(=O)CN1CCCC1,-2,-7,0.9,-4,i,-3,1,-1,-9
COc1cc(C(=O)NCC(=O)OCn2nnc3ccccc3c2=O)cc(OC)c1OC,0,-4,-0.3,-6,i,1,-1,2,-22
CCOC(=O)c1ccc2c(c1)sc(=NC(=O)c1ccco1)n2CCOC,2,-11,0.8,2,i,-3,-1,4,-18
O=C(c1cccc(N2CCNC2=O)c1)N1CCCC(Nc2cccc(F)c2)C1 (centres undefined),3,-6,-0.5,10,i,0,0,-1,6
O=C1CCCC2=C1C(c1ccc(O)c(Br)c1)C1=C(CCCC1=O)N2c1ccccc1,4,-1,1.1,9,i,-1,-2,-8,4
CC(=O)N1CCc2ccc(S(=O)(=O)Nc3ccccc3Cl)cc21,7,4,0.2,3,i,-9,4,3,0
# Continued:
SMILES,eLon inh,FAS-TE inh,MsrA inhibitor,SKN-1 block,Neddyl block,MsrA act,Rin1-Abl PPI inh,MT1-MMP act inh,CendR NRP1 mod
Cc1ccc(S(=O)(=O)N2CCCCC2)cc1NC(=O)COC(=O)C1CC1,-9,-6,-0.1,-5,i,-7,-2,0,0
CCC(N)C12CC3CC(CC(O)(C3)C1)C2 (centres undefined),-4,-2,-0.2,3,i,0,1,5,14
CCCc1ccc(-c2csc(NC(=O)C3=COCCO3)n2)cc1,4,29,1.1,14,i,-1,4,1,11
COc1ccccc1CNC(=O)C1(C)Oc2cccnc2NC1=O (centres undefined),2,-5,-0.9,-7,i,-3,2,-2,-6
O=C(CCCN1C(=O)/C(=C/c2ccco2)SC1=S)Nc1ccccc1C(=O)O,-8,2,2.1,30,i,-4,-2,10,-116
CCCc1cc2c(-c3ccccc3)cc(=O)oc2cc1OCc1ccc(C(=O)O)o1,-8,9,3.6,5,i,-9,-1,-2,-82
CCCn1nc(NC(=O)c2cccs2)c2cc3ccccc3nc21,-7,-7,-0.5,-19,i,-4,-3,6,-10
COc1cc(CN2CCC(C(=O)N3CCN(c4ccccc4F)CC3)CC2)ccc1O,-6,-8,-1.1,26,i,-4,-2,3,-13

# Arranged by SMILES length (low to high): three of the compounds above
SMILES,eLon inh,FAS-TE inh,MsrA inhibitor,SKN-1 block,Neddyl block,MsrA act,Rin1-Abl PPI inh,MT1-MMP act inh,CendR NRP1 mod
Cc1cc(N)ccc1NC(=O)CN1CCCC1,-2,-7,0.9,-4,i,-3,1,-1,-9
CC(=O)N1CCc2ccc(S(=O)(=O)Nc3ccccc3Cl)cc21,7,4,0.2,3,i,-9,4,3,0
CCOC(=O)c1ccc2c(c1)sc(=NC(=O)c1ccco1)n2CCOC,2,-11,0.8,2,i,-3,-1,4,-18

# Pulled one by one from the list above (four):
SMILES,eLon inh,FAS-TE inh,MsrA inhibitor,SKN-1 block,Neddyl block,MsrA act,Rin1-Abl PPI inh,MT1-MMP act inh,CendR NRP1 mod
CCCc1ccc(-c2csc(NC(=O)C3=COCCO3)n2)cc1,4,29,1.1,14,i,-1,4,1,11
O=C(CCCN1C(=O)/C(=C/c2ccco2)SC1=S)Nc1ccccc1C(=O)O,-8,2,2.1,30,i,-4,-2,10,-116
CCCc1cc2c(-c3ccccc3)cc(=O)oc2cc1OCc1ccc(C(=O)O)o1,-8,9,3.6,5,i,-9,-1,-2,-82
COc1cc(CN2CCC(C(=O)N3CCN(c4ccccc4F)CC3)CC2)ccc1O,-6,-8,-1.1,26,i,-4,-2,3,-13
